# Kir21 inh: inhibitors of mouse Kir2.1 inward-rectifier potassium channel. 310,000 compounds, 0.85% hits. P35561. B-score at 10 µM. HEK293-Kir2.1, FluxOR thallium flux fluorescence; active compounds read low. AID 1672;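 active means fluorescence ratio B-score at or below minus 3 SD of library scores, with starting-brightness B-score within 2 SD, cut at about -4.2 in these data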;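 further: channel flux triggered by added potassium and thallium sulfate stimulus; B-score of peak minus minimum fluorescence over baseline after thallium stimulus; more negative B-score means stronger Kir2.1 block with less thallium influx; some compounds called inactive have numbers as strong as hits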
# Target sequence (P35561 whole entry, looked up): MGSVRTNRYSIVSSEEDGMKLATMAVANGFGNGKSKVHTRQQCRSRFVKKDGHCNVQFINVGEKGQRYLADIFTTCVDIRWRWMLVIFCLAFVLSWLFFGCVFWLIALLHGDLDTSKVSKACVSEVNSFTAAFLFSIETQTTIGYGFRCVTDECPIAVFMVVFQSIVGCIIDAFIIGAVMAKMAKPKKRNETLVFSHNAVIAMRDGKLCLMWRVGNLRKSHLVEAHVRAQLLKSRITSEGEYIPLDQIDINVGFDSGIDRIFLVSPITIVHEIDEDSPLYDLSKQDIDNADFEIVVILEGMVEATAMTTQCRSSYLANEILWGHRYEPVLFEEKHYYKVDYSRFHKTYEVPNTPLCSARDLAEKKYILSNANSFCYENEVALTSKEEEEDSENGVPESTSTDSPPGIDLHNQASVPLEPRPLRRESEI
# KCNQ2 inh: KCNQ2 channel blockers in CHO-K1 cells – cell-based, FluxOR thallium flux, B-score, primary screen (AID 2156); 310,000 compounds, 1.1% hits; 20 min; active compounds read low; O88943; B-score at 10 µM;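 active means fluorescence ratio B-score at most minus 3 library SDs, with starting brightness B-score within 2 library SDs, cut at about -5.5 in these data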
# * = called active by the depositor; i = inactive.
Kir21 inh | KCNQ2 inh | SMILES
1.68 | i | O=C(Cc1ccccc1[N+](=O)[O-])N1CCN(c2ccccc2F)CC1
0.2 | i | COc1ccc(S(=O)(=O)Nc2nccs2)cc1OC
0.65 | i | Cc1nn(CCC#N)c2nc(C(F)(F)F)[nH]c(=O)c12
0 | i | Cc1cc(C)c2oc(C(=O)N3CCN(Cc4ccccc4)CC3)cc(=O)c2c1
0.21 | i | COc1ccc(NC(=O)c2ccccn2)cc1
-1.29 | i | COc1cc(NS(=O)(=O)c2cc(C(=O)N3CCN(C(C)=O)CC3)ccc2OC)cc(OC)c1
-0.43 | i | COC(=O)c1cccc(NC(=O)Cc2nc(-c3ccccc3)sc2-c2ccc(C)cc2)c1
0.83 | i | CC1=NN(C(=O)c2ccc(C)cc2)C(O)(C(F)(F)OC(F)(F)F)C1 (stereo unspecified)
-0.23 | i | CCN(CC(=O)NC1CCS(=O)(=O)C1)C(=O)/C=C/c1cccs1 (stereo unspecified)
0.02 | i | O=C1NC(c2ccccc2)C(C(=O)c2cccs2)=C1O (stereo unspecified)
-0.1 | i | CCCn1ncc(CN2CCC(n3nccc3NC(=O)c3ccccc3OC)CC2)c1C
1.23 | i | Cc1ccc(OCC(=O)Nc2ccc3c(c2)C(=O)NC3=O)c(C)c1
0.88 | i | O=C(NCc1ccco1)c1sc2cccc(F)c2c1Cl
-0.53 | i | COc1ccc(CC(=O)Nc2ccc3c(c2)CCC3)cc1OC
0.07 | i | O=C(CCSCc1ccccc1Cl)NCc1ccco1
1.46 | i | COc1ccc2nc(NC(=O)c3cc(S(=O)(=O)N4CCOCC4)ccc3C)sc2c1
0.32 | i | N#C/C=C1/NC(=O)c2ccccc2S1
-1.47 | i | O=C(NCCc1ccccc1)C1CCN(S(=O)(=O)c2cccc3nonc23)CC1
0.75 | i | Cc1c(Cl)cccc1NC(=S)NC(=O)c1cncc(Br)c1
0.72 | i | O=C(COc1ccccc1)N1CCN(c2ccccc2)CC1
-0.98 | i | CC(NCc1cccs1)C(=O)Nc1cc(Cl)cc(Cl)c1 (stereo unspecified)
-0.03 | i | O=CC1=C(N2CCOCC2)/C(=C\c2ccccc2)CC1
-0.31 | i | Cc1ccc(CN(C(=O)c2csnn2)C(C(=O)NC2CCCC2)c2cccnc2)cc1 (stereo unspecified)
-0.08 | i | O=C(OCn1nnc2ccccc2c1=O)C1CCCCC1
-3.39 | i | Cc1ccc([N+](=O)[O-])cc1NC(=O)CN(C)CCOc1ccccc1
-1.14 | i | CN1CCN(c2ccc(S(=O)(=O)N3CCCCC3)cc2NC(=O)c2ccc3ccccc3c2)CC1
-0.72 | -6.81* | CCC(C)n1c(-c2cc(OC)c(OC)c(OC)c2)nc2nc3ccccc3nc21 (stereo unspecified)
-1.96 | i | COc1ccc2c(CC(=O)NCc3ccc4c(c3)OCO4)coc2c1
0.33 | i | CCCCC1CCC(C(=O)NCc2ccc3c(c2)OCO3)CC1 (stereo unspecified)
-0.7 | i | COCCNC(=O)c1ccccc1NC(=O)c1ccccc1N(C)S(=O)(=O)c1ccc(C)cc1
0.81 | i | CCn1c2ccccc2c2cc(NC(=O)CC(C)=O)ccc21
0.2 | i | C/C(=C\c1ccccc1)C(=O)Nc1nccs1
0.81 | i | COc1ccccc1/C=C/C=N/n1c(COc2ccccc2)n[nH]c1=S
-0.91 | i | COc1ccc(/C=N\NC(=O)c2cccc([N+](=O)[O-])c2)cc1Cn1cc([N+](=O)[O-])cn1
0.57 | i | CCN(CC)CCNC(=O)C(=O)Nc1ccc(C(=O)OC)cc1
-0.09 | i | O=C(CCc1nnc2ccc(NCc3ccccc3Cl)nn12)NCC1CCN(C2CCCC2)C1 (stereo unspecified)
0.99 | i | O=C(O)c1cccc(Nc2nc(-c3ccc([N+](=O)[O-])cc3)nc3ccccc23)c1
0.13 | i | Cc1ccc(NC(=O)CN(C)Cc2c(O)ccc3ccccc23)cc1
-0.55 | i | N#CC12CCCCC1CC1CCCCC1(C#N)N2CCO (stereo unspecified)
1 | i | O=C(Nc1ccccc1C(=O)Nc1ccccc1)c1ccccc1F
-1.18 | i | CCOC(=O)c1c(CN2CCN(C)CC2)oc2ccc(O)cc12
0.16 | i | CN(C)C(=O)N1CCN(C(=O)c2ccco2)CC1
-0.57 | i | CN(c1ccc(F)cc1)S(=O)(=O)c1ccc(Cl)c(C(=O)Nc2ccncc2)c1
0.53 | i | CCOC(=O)N1CCN(C2OC(=O)c3ccccc32)CC1 (stereo unspecified)
3.97 | i | N#CC1=C(S)N(c2ccccc2)C2(CCCCC2)NC1=O
-1.57 | i | CCC(=O)N1CCN=C1SCc1ccccc1Cl
-0.02 | i | COc1ccc(CCN(C)C(=O)c2cnc(C)cn2)cc1OC
-0.05 | i | CCN(CC)S(=O)(=O)c1ccc(N2CCOCC2)c(NC(=O)C2=COCCO2)c1
-0.47 | i | CCC1(c2ccccc2)NC(=O)N(CC(=O)NCc2ccccc2OC)C1=O (stereo unspecified)
0.02 | i | Cc1ccc(-n2c(C)cc(C(=O)CN3CCOCC3)c2C)cc1C
-0.3 | i | COc1ccc(-c2noc(N3CCC(C(=O)NC(C)c4ccccc4)CC3)n2)cc1 (stereo unspecified)
-5.1* | i | COc1ccc(Cn2nnnc2C(c2ccccc2Cl)N2CCN(C3CCCC3)CC2)cc1 (stereo unspecified)
0.18 | i | COc1cccc(-c2nc(CS(=O)(=O)CC(=O)NCc3ccccc3OC)c(C)o2)c1
0.18 | i | COc1ccc(CCNC(=O)CN2C(=O)COc3ccc(S(=O)(=O)N4CCCC4)cc32)c(OC)c1
-1.49 | i | CCN(Cc1ccccc1)S(=O)(=O)c1cc(C(=O)NCCCN(C)C)ccc1OC
-1.07 | i | CCOc1ccc(NS(=O)(=O)c2cc(C(=O)N3CCCC3)ccc2Cl)cc1
-0.25 | i | COc1ccc(CCNC(=O)CSc2nc(O)c(C(C)C)c(=O)[nH]2)cc1OC
-0.07 | i | Cc1sc2nc(SCC(=O)N(CCO)CCO)n(C3CCCCC3)c(=O)c2c1C
-1.89 | i | COc1ccc(CCNC2=C(Cl)C(=O)N(Cc3ccccc3)C2=O)cc1OC
1.85 | i | COc1ccccc1C(=O)Nc1nc(-c2cccs2)c(NC(C)=O)s1

# Overlap with the part before: two entries, then new ones.
Kir21 inh | KCNQ2 inh | SMILES
-1.89 | i | COc1ccc(CCNC2=C(Cl)C(=O)N(Cc3ccccc3)C2=O)cc1OC
1.85 | i | COc1ccccc1C(=O)Nc1nc(-c2cccs2)c(NC(C)=O)s1
0.05 | i | COc1ccc(/C=N/Nc2nc(N3CCCCC3)nc(N3CCCCC3)n2)cc1[N+](=O)[O-]
0.15 | i | CCN1CCN(CCCNC(=O)Cn2nc(C)n3nc(-c4ccccc4)cc3c2=O)CC1
-0.67 | i | CN(C)S(=O)(=O)c1cccc(NC(=O)COC(=O)c2cn(-c3ccccc3)nc2-c2ccccc2)c1
1.11 | i | CC(=O)c1ccc(S(=O)(=O)Nc2cccc(-c3cn4c(n3)SCC4)c2)cc1
-0.85 | i | O=C(CNC(=O)c1nc[nH]c1C(=O)N1CCNCC1)OCc1ccccc1
0.13 | i | Cc1ccc(NCc2nnc(SCC(=O)Nc3ncc(C)s3)n2CC2CCCO2)c(C)c1 (stereo unspecified)
-0.03 | i | CC1(c2ccc3noc(-c4ccc(F)cc4)c3c2)OCCO1
-3 | i | Cc1ccc(NC(=S)N2CCn3cccc3C2c2cccnc2)cc1 (stereo unspecified)
-1.58 | i | Cc1nnc(SCC(=O)NC2CCCc3c2cnn3-c2ccc(F)cc2F)o1 (stereo unspecified)
0.08 | i | Cn1nnnc1-c1cc(Cl)cc(Cl)c1
-1.9 | i | CC(=O)Nc1ccc(S(=O)(=O)NCCC(=O)OCCN2C(=O)c3ccccc3C2=O)cc1
0.01 | i | COc1ccc(C(NC(=O)C(C)C)c2c(O)ccc3ccccc23)cc1 (stereo unspecified)
-1.75 | i | Cc1nc2nc(-c3ccc(Cl)cc3)[nH]n2c(=O)c1Cc1ccccc1
0.38 | i | NC(=O)COC(=O)c1ccc(S(=O)(=O)N2CCCCCC2)cc1
-1.72 | i | CCOc1ccc(CCNC(=O)COC(=O)c2cc(OC)c(OC)cc2[N+](=O)[O-])cc1OCC
-2.84 | i | CC1CCN(C(=S)c2ccccc2O)CC1
-0.38 | i | CCC1Oc2ccc(C)cc2N(CC(=O)NCc2ccco2)C1=O (stereo unspecified)
1.27 | i | C=C(C)COc1ccc(-c2[nH]ncc2Oc2ccccc2OCC)c(O)c1
0.09 | i | COc1ccc(N(C(=O)c2snc(C(N)=O)c2N)C(C(=O)NCC2CCCO2)c2ccc(C)o2)cc1OC (stereo unspecified)
-0.37 | i | CSc1cccc(N2CC(C(=O)Nc3cccc(S(=O)(=O)N4CCCC4)c3)CC2=O)c1 (stereo unspecified)

# Gathered by group: the entries above with a cyano group (4)
Kir21 inh | KCNQ2 inh | SMILES
0.65 | i | Cc1nn(CCC#N)c2nc(C(F)(F)F)[nH]c(=O)c12
0.32 | i | N#C/C=C1/NC(=O)c2ccccc2S1
-0.55 | i | N#CC12CCCCC1CC1CCCCC1(C#N)N2CCO (stereo unspecified)
3.97 | i | N#CC1=C(S)N(c2ccccc2)C2(CCCCC2)NC1=O

# Next structures follow:
Kir21 inh | KCNQ2 inh | SMILES
-1.07 | i | CSc1ccccc1NC(=O)c1cc(-c2ccco2)on1
-0.13 | i | CCC(C)(C(=O)NC1CCCCC1)N(Cc1ccco1)C(=O)CC1NC(=O)NC1=O (stereo unspecified)
-0.24 | i | O=[N+]([O-])c1cc2c(c(CSc3nnc4ccccn34)c1)OCOC2
-1.7 | i | COc1ccc(OC)c(/C=C/C(=O)Oc2ccc(C(C)=O)cc2)c1
-1.43 | i | CCCc1nc2oc3c(OCC)ncnc3c2c2c1COC(C)(C)C2
-0.3 | i | O=C(NC(=S)Nc1ccccc1N1CCOCC1)c1cccs1
-0.13 | i | CCc1cc2cc(C(=O)N3CCN(c4ccccc4)CC3)sc2s1
-1.41 | i | Cn1c(CCNC(=O)c2ccco2)nc2cc(NS(=O)(=O)c3ccccc3)ccc21
-0.89 | i | Cc1ccccc1NC(=O)CN1C(=O)N/C(=C\c2ccccc2OCc2ccc(C(=O)O)cc2)C1=O
2.34 | i | COC(=O)c1ccccc1NC(=O)COC(=O)C1CCCCC1
-1.27 | i | O=C(Nc1cccc(NC(=O)c2ccccc2[N+](=O)[O-])c1)c1ccccc1Cl
-0.01 | i | COc1ccc(N(CC(=O)NCCC2=CCCCC2)S(C)(=O)=O)cc1OC
0.77 | i | CCn1c(=NC(=O)C2COc3ccccc3O2)sc2c(C)ccc(OC)c21 (stereo unspecified)
1.69 | i | Nc1nnc(SCCN2C(=O)c3ccccc3S2(=O)=O)s1
-0.17 | i | O=C(COC(=O)c1cc(S(=O)(=O)N2CCCC2)ccc1O)Nc1ccc(S(=O)(=O)N2CCOCC2)cc1
0 | i | CCCOC1CCCN(C(=O)CCc2nnc(-c3ccc4c(c3)OCO4)o2)C1 (stereo unspecified)
-14.8 | i | CN(C)c1ccc(/C=C/c2nc3ccccc3c(=O)n2-c2ccc(C(=O)O)cc2)cc1
-0.02 | i | CC(=O)Nc1cc2cc(NS(=O)(=O)c3ccc(C)cc3)ccc2oc1=O
-1.75 | i | CC1(C)Cn2c(nc(=O)c3c2NCN(CCc2ccccc2)C3)S1
-0.91 | i | Fc1ccc(C(c2nnnn2C2CCCC2)N(Cc2ccco2)CC2CCCO2)cc1 (stereo unspecified)
1.22 | i | CC1(C)ON(C2CCCCC2)[C@H]2c3nc4ccccc4n3C[C@H]21
1.56 | i | COc1ccc(NS(=O)(=O)c2ccc(NC(=S)NC(=O)c3ccc(Br)cc3)cc2)nn1
0.03 | i | CC1=CN2C(=N)/C(=C/c3ccc(C)o3)C(=O)N=C2S1
-0.72 | i | CCC1CCCCN1S(=O)(=O)c1ccc(C(=O)N(CCCN(C)C)c2nc3cc4c(cc3s2)OCO4)cc1 (stereo unspecified)
0.13 | i | O=S(=O)(/N=C(\c1ccccc1)N1CCOCC1)c1ccc(Cl)cc1
0.61 | i | COc1ccc(CNC(=O)COC(=O)c2c(-c3c(F)cccc3Cl)noc2C)cc1OC
-2.14 | i | CC(=O)NC(CC(=O)N(Cc1ccccc1)c1ccc(C)cc1)c1ccccc1 (stereo unspecified)
0.17 | i | CCN1C(=O)CC(N2CCN(c3ccc(OC)cc3)CC2)C1=O (stereo unspecified)
0.12 | i | O=C(N/N=C\c1ccc([N+](=O)[O-])o1)c1cncc(Br)c1
-2.77 | i | C1CCCCCC(NCCN2CCNCC2)CCCCC1
0 | i | O=C(NCc1ccco1)c1ccc2c(c1)C(=O)N(C1CCCCC1)C2=O
0.05 | i | Cc1cc(C)n2nc(S(=O)(=O)NC(C)(C)C)nc2n1
-2.58 | i | CC(C)CCN1CCN(C/C=C/c2ccco2)CC1CCO (stereo unspecified)
-0.01 | i | Cc1cc(NC(=O)c2n[nH]c(=O)c3ccccc23)ccc1Br
-1.8 | i | CN1C2C=C3C(C#N)=C(N)C(C#N)(C#N)C(c4ccc(Br)cc4)C3C1CC2 (stereo unspecified)
1.31 | i | CS(=O)(=O)N(Cc1ccccc1)c1ccc(C(=O)Nc2cccnc2)cc1
-1.41 | i | COc1ccc(S(=O)(=O)N(C)CC(=O)N2CCN(c3ccccc3)CC2)cc1
-0.24 | i | O=C(COC(=O)/C=C/c1ccc(F)cc1)Nc1ccc(Cl)cn1

# 4 of the compounds above, field by field:
compound: COc1ccc(CCNC(=O)CN2C(=O)COc3ccc(S(=O)(=O)N4CCCC4)cc32)c(OC)c1
  Kir21 inh: 0.18; KCNQ2 inh: i

compound: Cc1cc(C)c2oc(C(=O)N3CCN(Cc4ccccc4)CC3)cc(=O)c2c1
  Kir21 inh: 0; KCNQ2 inh: i

compound: COc1ccc(CNC(=O)COC(=O)c2c(-c3c(F)cccc3Cl)noc2C)cc1OC
  Kir21 inh: 0.61; KCNQ2 inh: i

compound: COc1ccccc1C(=O)Nc1nc(-c2cccs2)c(NC(C)=O)s1
  Kir21 inh: 1.85; KCNQ2 inh: i
